Assay outcomes deposited in PubChem BioAssay by several laboratories.
NR2E3 ag-1 = activates human NR2E3 receptor; Q9Y5X4; CHO-S Gal4-NCOR/VP16-NR2E3 two-hybrid, luciferase; inhibition of corepressor binding, % at 3.98 µM; actives 0.35% (n = 360,000); AID 602229;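 active = inhibition above the mean of all tested compounds plus 3 SD, cut at about 70% in these data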;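 also: 0% = DMSO with NR2E3 transfected cells and 100% = cells lacking NR2E3 construct; higher means lower luciferase signal from less NR2E3 corepressor binding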
Target sequence (Q9Y5X4 whole entry, looked up, the tested form may be a part): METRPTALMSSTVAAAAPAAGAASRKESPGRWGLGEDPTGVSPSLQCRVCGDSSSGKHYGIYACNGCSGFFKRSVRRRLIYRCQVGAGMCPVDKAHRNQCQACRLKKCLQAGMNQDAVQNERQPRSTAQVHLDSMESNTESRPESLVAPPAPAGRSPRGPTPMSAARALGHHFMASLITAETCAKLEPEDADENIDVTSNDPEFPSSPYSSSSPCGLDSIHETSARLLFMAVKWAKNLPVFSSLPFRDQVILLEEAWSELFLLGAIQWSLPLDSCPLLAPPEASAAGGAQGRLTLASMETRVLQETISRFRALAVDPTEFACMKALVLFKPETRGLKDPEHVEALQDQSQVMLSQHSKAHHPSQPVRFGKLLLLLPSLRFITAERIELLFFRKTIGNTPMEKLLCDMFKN
aDG glyco up = increases alpha dystroglycan glycosylation; actives 0.22% (n = 360,000); activation, % at 10 µM; Pro5-aDG cells, alpha-DG glycosylation AlphaScreen (IIH6); 0% Pro5, 100% B10-LARGE cell signal;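 active = activation of at least 8% versus controls, or a plate z-score of at least 8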;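 also: Pro5 are CHO cells carrying HIG-tagged alpha-DG that lacks glycosylation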
CaV13 ICDI inh = Primary screen for inhibitors of IQ motif and Ca2+-dependent inactivation inhibitor domain binding in CACNA1D, Förster resonance energy transfer in living cells, …; HEK cells, CFP/YFP FRET ICDI-IQ, plate reader, 10 min; percent FRET-ratio fall versus neutral wells; inhibition, % at 12.3 µM; actives 0.098% (n = 340,000); AID 743397;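 active = mean replicate inhibition of at least 30% and at least 1% of replicates passing that level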;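 also: 0% = median of the neutral control wells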
iPSC survival up = enhancers of human iPSC single-cell survival; survival enhancement, % at 20 µM; AID 602274; hiPSC single-cell survival, ATPlite luminescence; 100% = ROCK inhibitor wells, 0% = DMSO; actives 0.044% (n = 360,000); in the data active = survival enhancement above about 18%;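 also: cells exposed to compounds for 16 hours before the ATP read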
NR2E3 ag-2 = agonists of human nuclear receptor NR2E3. AID 2300. inhibition of corepressor binding, % at 4.78 µM. GST-NR2E3/biotin-RetCOR TR-FRET, 1536-well. Q9Y5X4. actives 0.12% (n = 320,000);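 active = percent inhibition above the cutoff of mean plus 3 SD of all tested compounds, set per screening campaign, cut at about 20% in these data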;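 also: 0% = DMSO wells and 100% = biotin wells as full block of FRET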
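System: GST-tagged NR2E3 plus biotinylated RetCOR corepressor; Buffer or medium: pH 7.5 Tris-based buffer; Probe or stimulus: RetCOR corepressor, biotinylated, 7 nM; Doses: compound at 4.8 µM, single dose; Schedule: 5 h incubation at 4 °C; Technique: time-resolved FRET; Evaluation: percent inhibition of TR-FRET ratio; Replication: one well per compound, singlicate testing.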
HIF-2a inh = blocks HIF-2a reporter activity | 786-0 RCC cells HIF-2a reporter, luciferase luminescence, overnight | inhibition, % at 18.8 µM | actives 0.72% (n = 360,000);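 active = inhibition of the luminescence signal of 40% or more relative to plate controls, in a single-dose primary screen at 18.75 µM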
PDI turbidity = PDI (human) enzyme inhibition; actives 0.052% (n = 350,000); PDI insulin aggregation turbidity, A650, 90 min; inhibition, % at 10 µM;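 active = mean inhibition across replicates of 30% or more, whatever share of single replicates reach that level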;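 also: absorbance from insulin aggregation driven by PDI reduction with DTT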
Target sequence (P07237 whole entry, looked up): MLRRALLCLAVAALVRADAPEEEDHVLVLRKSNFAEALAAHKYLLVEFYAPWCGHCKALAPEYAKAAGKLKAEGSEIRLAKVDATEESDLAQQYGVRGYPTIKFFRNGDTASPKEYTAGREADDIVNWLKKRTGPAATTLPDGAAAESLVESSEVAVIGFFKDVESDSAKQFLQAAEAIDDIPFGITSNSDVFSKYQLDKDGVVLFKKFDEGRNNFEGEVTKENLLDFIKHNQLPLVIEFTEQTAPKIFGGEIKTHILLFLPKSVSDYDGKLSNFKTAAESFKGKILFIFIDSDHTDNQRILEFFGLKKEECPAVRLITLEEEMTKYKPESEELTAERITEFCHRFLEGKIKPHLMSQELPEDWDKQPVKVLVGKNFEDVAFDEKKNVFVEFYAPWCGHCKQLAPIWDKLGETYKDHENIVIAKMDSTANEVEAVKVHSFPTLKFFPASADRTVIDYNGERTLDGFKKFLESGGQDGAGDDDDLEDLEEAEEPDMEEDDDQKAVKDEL
Vif imaging = inhibitors of HIV Vif. HEK293T cells, Vif self-association by quenched fluorescence, imaging, 24 h. inhibition, % at 7.49 µM. actives 0.35% (n = 340,000). AID 602346; in the data active = inhibition above about 50%, passing the limit was not always enough; also: some results filed as inactive read as strong as hits
Peg3 prom inh = reduces Peg3 promoter-driven luciferase expression in HeLa; inhibition, % at 20 µM; HeLa PEG-Prom luciferase reporter, luminescence, overnight; actives 1.7% (n = 360,000);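 active = inhibition of at least 50% at 20 µM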
MITF TRPM1 inh = reduces MITF-dependent TRPM1 promoter luciferase signal | inhibition, % at 12.5 µM | actives 0.83% (n = 330,000) | SK-MEL-5 TRPM1 promoter luciferase, 24 h;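 active = mean inhibition across replicates of 60% or more, whatever share of single replicates reaches that level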; also: values of inactives mirror those of a sister screen read the other way
Granule exo inh = blocks lytic granule exocytosis; TALL-104 LAMP-1 surface exposure, flow cytometry; cells stimulated with thapsigargin and PMA; inhibition, % at 10 µM; actives 0.66% (n = 360,000);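 active = inhibition above about 55%, limit read from the data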
* = called active by the depositor; . = no result given.

SMILES | NR2E3 ag-1 | aDG glyco up | CaV13 ICDI inh | iPSC survival up | NR2E3 ag-2 | HIF-2a inh | PDI turbidity | Vif imaging | Peg3 prom inh | MITF TRPM1 inh | Granule exo inh
O=C(O)c1cccc(OCc2ccccc2Cl)c1 | -87 | 0.1 | -9 | 0.7 | -2 | -128 | -2 | . | -108 | -16 | 1
CCOC(CNC(=O)CCc1c(C)nc2ncnn2c1C)OCC | -4 | -0.1 | -4 | 4.5 | 5 | 18 | 5 | 1 | 29 | 8 | 0
Cc1ccc(N(C(=O)c2csnn2)C(C(=O)NC(C)(C)C)c2cccnc2)cc1C (stereo unspecified) | -18 | 3.7 | -6 | -0.5 | 2 | 11 | 0 | 3 | -6 | 0 | -5
Cc1ccc(CNC(=O)CSc2ccc(-c3cccs3)nn2)cc1 | 2 | -0.3 | -5 | 3.2 | 1 | 5 | -9 | 7 | 0 | -12 | 4
COc1ccccc1-n1c(SCC(=O)NC2CCS(=O)(=O)C2)nc2cc([N+](=O)[O-])ccc21 (stereo unspecified) | -10 | 0.1 | -3 | 1.5 | 0 | 18 | 1 | 9 | 15 | 13 | -8
COc1cc(OC)c2c(-c3cccc(-c4ccc(O)cc4)c3)cc(=O)oc2c1 | 39 | -0.1 | -5 | 0.7 | . | 5 | -16 | -3 | -2 | 36 | 2
Cc1ccc(NC(=O)CC(C)S(=O)(=O)c2ccc3c(c2)NC(=O)CO3)cc1C (stereo unspecified) | -11 | -0.1 | -7 | 0.6 | 0 | -11 | -8 | -1 | -17 | 5 | -1
O=C(NC1CCCC1)C1c2ccccc2OCC(=O)N1Cc1cccnc1 (stereo unspecified) | -18 | 0.2 | -2 | 0.3 | . | 4 | . | . | . | . | -1
COc1ccc(/C(N)=N/OC(=O)c2ccc(OC)c([N+](=O)[O-])c2)cc1OC | -8 | -0.3 | 2 | 0.1 | 5 | -3 | -18 | -2 | 13 | 3 | 0
N#Cc1ccc(NC(=O)COC(=O)CSc2nnc(-c3ccc(Cl)cc3)o2)cc1 | -10 | -0.2 | -4 | 4.5 | 0 | -2 | -5 | 10 | 0 | 3 | -7
COc1cccc(NC(=O)C2CCC(CNC(=O)[C@@H]3Cc4ccccc4CN3)CC2)c1 (stereo partly specified) | -12 | 0.1 | -14 | -0.3 | 0 | -10 | 12 | -5 | -5 | 8 | -1
O=C(Nc1ncc(Cc2ccccc2)s1)C1CCCO1 (stereo unspecified) | -113 | -0.1 | -8 | -0.1 | 4 | -149 | -5 | . | -195 | -37 | -3
COc1ccc(-n2cc(-c3ccccc3)c3c(NCCCN4CCOCC4)ncnc32)cc1 | 26 | 0.0 | -5 | 0.4 | -1 | 24 | 3 | -4 | 25 | 4 | 26
Cc1ccc(S(=O)(=O)N2CCC(=O)CC2c2ccccc2)cc1 (stereo unspecified) | -2 | -0.2 | -10 | -0.6 | . | 10 | 1 | -2 | 2 | 1 | -3
CN(Cc1nc2ccccc2c(=O)[nH]1)C(=O)c1cc(C2CC2)nn1-c1ccccc1 | 18 | 0.2 | -3 | 0.8 | 7 | 9 | 9 | -8 | 14 | 1 | 10
C/C(=N\Nc1nc2ccccc2c(=O)n1O)c1ccco1 | -107 | 0.0 | -5 | -0.5 | 0 | -175 | 24 | -5 | -170 | . | 2
O=C(C1=C[C@@H](c2csc3ccccc23)C[C@@H](OCCCCO)O1)N1CCN(Cc2ccc3c(c2)OCO3)CC1 | -5 | -0.2 | -11 | 2.9 | 3 | 10 | 20 | -15 | 18 | 1 | 6
COc1ccc(C)cc1NC(=O)NCc1ccco1 | -19 | -0.3 | -6 | -0.4 | 1 | 7 | 1 | -15 | 5 | -5 | -2
C[n+]1ccccc1/C=C/c1c(F)cccc1F | 16 | 0.0 | -2 | -0.5 | . | 8 | -11 | -9 | 46 | 7 | -5
COc1ccc(C(=O)COC(=O)c2n[nH]c3ccccc23)c(OC)c1 | -67 | -0.2 | -15 | -0.2 | . | -266 | -2 | 4 | -323 | -93 | -3

Five successive compounds from above:
SMILES | NR2E3 ag-1 | aDG glyco up | CaV13 ICDI inh | iPSC survival up | NR2E3 ag-2 | HIF-2a inh | PDI turbidity | Vif imaging | Peg3 prom inh | MITF TRPM1 inh | Granule exo inh
C/C(=N\Nc1nc2ccccc2c(=O)n1O)c1ccco1 | -107 | 0.0 | -5 | -0.5 | 0 | -175 | 24 | -5 | -170 | . | 2
O=C(C1=C[C@@H](c2csc3ccccc23)C[C@@H](OCCCCO)O1)N1CCN(Cc2ccc3c(c2)OCO3)CC1 | -5 | -0.2 | -11 | 2.9 | 3 | 10 | 20 | -15 | 18 | 1 | 6
COc1ccc(C)cc1NC(=O)NCc1ccco1 | -19 | -0.3 | -6 | -0.4 | 1 | 7 | 1 | -15 | 5 | -5 | -2
C[n+]1ccccc1/C=C/c1c(F)cccc1F | 16 | 0.0 | -2 | -0.5 | . | 8 | -11 | -9 | 46 | 7 | -5
COc1ccc(C(=O)COC(=O)c2n[nH]c3ccccc23)c(OC)c1 | -67 | -0.2 | -15 | -0.2 | . | -266 | -2 | 4 | -323 | -93 | -3

Additional structures
SMILES | NR2E3 ag-1 | aDG glyco up | CaV13 ICDI inh | iPSC survival up | NR2E3 ag-2 | HIF-2a inh | PDI turbidity | Vif imaging | Peg3 prom inh | MITF TRPM1 inh | Granule exo inh
O=S(=O)(c1cccc(-c2n[nH]c(=S)n2C2CCCC2)c1)N1CCOCC1 | -5 | -0.2 | 10 | 0.3 | 0 | 7 | 2 | -4 | 14 | 6 | -2
CC(=O)NC(=S)Nc1ccc2oc(-c3cc(F)c(F)cc3Cl)nc2c1 | -10 | -0.4 | -3 | -1.1 | 3 | -129 | -7 | 0 | -284 | -77 | -5
CCN(C1CCCCC1)S(=O)(=O)c1ccc(S(=O)(=O)N2CCN(CCC#N)CC2)cc1 | -6 | 0.2 | -9 | 1.6 | 1 | 8 | . | 0 | 7 | 8 | -2
COc1cc(C(=O)NN(CCC#N)C2=NS(=O)(=O)c3ccccc32)cc(OC)c1OC | 11 | -0.2 | -6 | -0.8 | 1 | 11 | 2 | 16 | 3 | 6 | 2
COc1ccc(NC(=O)c2cc(S(=O)(=O)N3CCOCC3)ccc2C)cc1S(=O)(=O)N1CCCCC1 | -8 | -0.2 | -2 | 0.1 | . | 8 | 20 | -4 | 19 | 3 | 0
COc1ccc(S(=O)(=O)N2CCOCC2)cc1NC(=O)COc1ncnc2ccccc12 | 0 | 0.0 | -15 | 0.9 | 2 | 14 | 2 | 5 | -10 | -10 | 0
Cc1cc(C)n(-c2ccc(C(F)(F)F)cc2[N+](=O)[O-])n1 | 11 | 0.8 | -5 | -1.0 | 4 | 3 | 3 | 1 | -2 | 7 | -3
Cc1ccc(NC(=O)c2nc[nH]c2C(=O)N[C@@H](CCCCNC(=O)OC(C)(C)C)C(=O)OC(C)(C)C)cc1 | -8 | -0.2 | -10 | 4.9 | 0 | 27 | 5 | -4 | 26 | 15 | 0
COCCNC(=S)c1ccc(OC)cc1 | -7 | 0.0 | 0 | 5.9 | -5 | -20 | 12 | 12 | -13 | -17 | -1
CCC(C)NC(=O)[C@H](CSCc1ccccc1)N1Cc2ccccc2C1=O (stereo partly specified) | -15 | -0.1 | 9 | -1.9 | 3 | 9 | 6 | 4 | 7 | 2 | 3
COc1cc(/C=C(\C#N)C(=O)Nc2ccc(SC(F)F)cc2)cc(OC)c1OC | 0 | -0.1 | -3 | -3.2 | 1 | 14 | 3 | 1 | 4 | 1 | -4
CCCn1c(N)c(N(CCOC)C(=O)c2ccc(Cl)c([N+](=O)[O-])c2)c(=O)[nH]c1=O | 0 | 0.2 | -3 | 0.4 | -3 | 5 | -1 | -6 | -8 | 4 | 15
CN(C)CCCN1C(=O)c2cccc3c([N+](=O)[O-])ccc(c23)C1=O | -8 | -0.4 | -11 | 1.5 | -4 | 20 | 9 | -19 | 91* | 55 | 57*
COc1ccc(N(CC(=O)NC2CCCC2)C(=O)c2ccc(C)s2)c(OC)c1 | -2 | 0.2 | -7 | -0.4 | 1 | 17 | 3 | -4 | 10 | 5 | 6
O=C(NNC(=O)c1ccccc1[N+](=O)[O-])c1cccs1 | -7 | -0.1 | 0 | -1.3 | 2 | 9 | 4 | -1 | 5 | 6 | 0
COC(=O)c1ccc(NC(=O)COc2ccc(N(C)S(=O)(=O)c3ccc(C)cc3)cc2)cc1 | -15 | -0.3 | -6 | 2.1 | 3 | 4 | 2 | 10 | -6 | 3 | -4
COCCNC(=O)c1cc(C)ccc1C | 11 | -0.2 | -6 | -0.4 | 1 | 11 | -2 | 25 | -6 | -14 | 0
O=C(c1csc2c1CCCC2)N1CCN(c2ccc(F)cc2)CC1 | 0 | 0.2 | -8 | 2.3 | 0 | -17 | 10 | -1 | -17 | 22 | -3
CCCSc1nnc(NC(=O)Nc2ccccc2OC)s1 | -47 | -0.1 | -17 | 0.1 | -1 | -252 | -5 | -9 | -204 | -50 | -3
COC(=O)c1cccc(OCC(O)Cn2ccnc2)c1 (stereo unspecified) | -15 | 0.2 | 0 | -0.1 | 0 | 10 | 2 | -3 | 15 | 13 | 0
Cc1[nH]c2ccccc2c1N=Nc1cc(C(=O)O)cc(C(=O)O)c1 | -4 | -0.2 | 4 | 0.7 | -3 | 11 | 9 | -2 | -7 | 3 | -5
COc1ccccc1CN1CCNC(=O)C1CC(=O)NCc1cn(C)nc1C (stereo unspecified) | -14 | -0.3 | -4 | 0.6 | 2 | 16 | -5 | -12 | 10 | 12 | 0
Cc1cccc2sc(NC(=O)CSc3nc4ccccc4o3)nc12 | -11 | -0.2 | -4 | -0.9 | 2 | -23 | 11 | -2 | 5 | -9 | -3
O=C(NCCNc1ccccc1[N+](=O)[O-])c1ccccc1F | -87 | 0.1 | 24 | 0.1 | 0 | -279 | -6 | 8 | -183 | -56 | -3
CCOc1ccc(-c2nnc(-c3ccc(OC)cc3)o2)cc1 | -43 | 0.5 | -2 | -2.2 | 2 | -163 | 4 | 0 | -188 | -33 | -1
O=C(Nc1ccc(Cl)c(Cl)c1)c1cccnc1 | -26 | 0.0 | -2 | -0.6 | -3 | -233 | -24 | 8 | -171 | -29 | -6
COc1cc(/C=N/NC(=O)c2ccc(NC(=O)C3CCCCC3)cc2)ccc1O | -20 | -0.4 | -4 | -0.5 | . | 3 | -2 | 6 | 3 | -10 | -10
O=C(CCCSc1ccccc1)Nc1cccc(CO)c1 | -12 | -0.1 | -7 | 0.7 | 0 | -46 | 8 | 27 | -66 | -7 | 17
Cc1cc(C)cc(OCC(=O)N2N=C(C(F)(F)F)CC2(O)C(C)(C)C)c1 (stereo unspecified) | 27 | 0.2 | . | -4.1 | 1 | 13 | 7 | -6 | 26 | 8 | -8
CCOC(=O)/C(C#N)=C\c1cc(OC)c(OC)cc1[N+](=O)[O-] | 0 | 0.4 | 0 | -0.6 | 0 | 9 | -3 | 15 | 19 | 14 | 3

Outcome played no part in choosing rows. About 3.5% of those tested had a hit in this group.
